Mcl1 Bid PPI: Mcl-1/Bid interaction inhibition. 220,000 compounds, 0.97% hits. AID 1021. inhibition, % at 21.7 µM. TR-FRET Mcl-1/Bid-Dy647 peptide binding, 1536-well;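 active = compounds that cut the binding signal by more than half at the single screening dose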;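 also: His-tagged Mcl-1 with europium anti-His antibody binding Bid BH3 peptide; 0% = Mcl-1 plus peptide wells and 100% = peptide-only wells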
Target sequence (Q07820 whole entry, looked up): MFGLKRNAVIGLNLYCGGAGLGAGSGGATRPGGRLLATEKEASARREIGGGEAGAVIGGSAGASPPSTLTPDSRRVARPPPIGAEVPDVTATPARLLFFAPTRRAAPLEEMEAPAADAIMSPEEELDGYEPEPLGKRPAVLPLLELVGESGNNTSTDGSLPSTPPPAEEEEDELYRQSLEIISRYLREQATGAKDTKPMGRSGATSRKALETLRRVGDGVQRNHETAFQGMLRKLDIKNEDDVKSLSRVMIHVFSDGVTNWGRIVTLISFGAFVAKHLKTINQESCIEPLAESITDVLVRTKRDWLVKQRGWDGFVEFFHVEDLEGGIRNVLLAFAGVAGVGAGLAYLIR
Rac1 mut GTP: alters GTP binding to activated mutant human Rac1. GST-Rac1 activated beads, fluorescent GTP binding, flow cytometry; actives lie on both sides; 100% means binding = to untreated wells. percent activity (GTP binding), % at 10 µM. 190,000 compounds, 0.11% hits. P63000;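 active = GTP binding at least 20 percentage points away from the 100% baseline, in either direction, so actives lie on both sides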
Avidin bead fluor: compound fluoresces at 488/530 nm on avidin beads; AID 1775; compound fluorescence 488/530 nm, flow cytometry; stronger effect = higher value; 220,000 compounds, 0.38% hits; fluorescence (KMESF) at 10 µM; in the data active = fluorescence above about 47; also: inactives centre near 10
Rab2A wt mod: changes GTP binding to wildtype dog Rab2A, up or down. P61105. GST-Rab2 wt beads, Bodipy-GTP binding, flow cytometry. GTP binding activity, % at 10 µM. 190,000 compounds, 0.19% hits. AID 760;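 active = GTP binding activity at least 20 points away from 100%, either lowered or raised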;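 also: 0% = beads with excess unlabeled GTP and 100% = no-compound control corrected for plate trend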
Rac1 wt modul: modulators of human Rac1 wildtype GTP binding | P63000 | GST-Rac1 beads, fluorescent GTP binding, flow cytometry; actives lie on both sides; 0 = cold GTP competed, 100 = untreated | AID 757 | 190,000 compounds, 0.27% hits | GTP binding activity (% of control), % at 10 µM;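 active = GTP binding activity at least 20 points away from the 100% control level, either lower or higher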
Pf gametocyte: inhibitors of late stage P. falciparum gametocyte viability | P. falciparum stage V gametocytes, ATP luminescence, 24 h | inhibition, % at 10.9 µM | 150,000 compounds, 0.065% hits | AID 743093;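 active = inhibition above the mean plus 3 SD of compounds within the control limits, set per campaign, cut at about 38% in these data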;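 also: 0% = DMSO wells and 100% = medium only without gametocytes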
Mcl1-Noxa inh: disrupts binding of human Mcl-1 to Noxa peptide. 220,000 compounds, 1.5% hits. AID 1022. TR-FRET Mcl-1/Noxa peptide binding, 2 h. inhibition, % at 21.7 µM. Q07820;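 active = compounds that cut the protein-peptide binding signal by more than 50% relative to plate controls in a single-dose test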;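 also: His-tagged Mcl-1 with rhodamine Noxa BH3 peptide and terbium anti-His antibody; 0% = Mcl-1 plus Noxa peptide wells and 100% = peptide-only wells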
Rab7 wt GTP bind: alters GTP binding to wildtype dog Rab7. GTP binding activity (percent of control), % at 10 µM. GST-Rab7 beads, fluorescent GTP binding, flow cytometry; actives lie on both sides; untreated = 100%, excess cold GTP = 0%. 190,000 compounds, 0.055% hits;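 active = fluorescent GTP binding to Rab7 beads changed by at least 20 points from the 100% baseline, either direction, mostly lower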;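 also: median green fluorescence of bound Bodipy-FL-GTP per Rab7 bead population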
Cdc42 wt: human Cdc42 wildtype GTP binding change, either direction; percent activity (GTP binding), % at 10 µM; GST-Cdc42 beads, Bodipy-GTP binding, flow cytometry; actives lie on both sides; 190,000 compounds, 0.2% hits;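 active = percent activity GTP binding at least 20 points away from the 100% baseline, either down as inhibitor or up as activator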;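 also: median bead fluorescence of bound Bodipy-FL-GTP at 100 nM; 0% = excess unlabeled GTP control and 100% = no compound control; below 100% means less GTP binding so inhibitor and above means activator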
Target sequence (P60953 whole entry, looked up): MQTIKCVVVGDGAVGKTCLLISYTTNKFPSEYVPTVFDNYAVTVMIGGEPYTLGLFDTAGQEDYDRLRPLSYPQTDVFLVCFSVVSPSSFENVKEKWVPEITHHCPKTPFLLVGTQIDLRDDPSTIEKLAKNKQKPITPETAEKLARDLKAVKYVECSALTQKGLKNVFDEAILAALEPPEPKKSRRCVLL
HRas wt GTP bind: human HRas wildtype GTP binding, change in either direction; P01112; GST-Ras wt beads, Bodipy-FL-GTP binding, flow cytometry; actives lie on both sides; GTP binding activity, % at 10 µM; 190,000 compounds, 0.14% hits; AID 759;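 active = GTP binding activity at least 20% away from the 100% baseline, either lowered as inhibitor or raised as activator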;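 also: 0% = unlabeled GTP competition control and 100% = no-compound control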
Target sequence (P01112 whole entry, looked up): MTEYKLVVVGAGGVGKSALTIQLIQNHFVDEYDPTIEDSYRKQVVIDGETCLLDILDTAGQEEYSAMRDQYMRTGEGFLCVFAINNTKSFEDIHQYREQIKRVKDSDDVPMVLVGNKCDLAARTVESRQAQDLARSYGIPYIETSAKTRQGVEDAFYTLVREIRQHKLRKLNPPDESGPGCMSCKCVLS
GSH bead fluor: GSH bead compound fluorescence profile; AID 1776; fluorescence (KMESF) at 10 µM; 190,000 compounds, 0.25% hits; GSH beads flow cytometry, compound fluorescence 488/530 nm; stronger effect = higher value; in the data active = fluorescence above about 89;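 also: glutathione beads carrying GST-tagged Bcl family fusion proteins plus one bare bead set; values are compound well signal with DMSO vehicle wells as background; inactives centre near 16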
Starred values were filed as active, the others as inactive; . = not tested or not shown.

SMILES | Mcl1 Bid PPI | Rac1 mut GTP | Avidin bead fluor | Rab2A wt mod | Rac1 wt modul | Pf gametocyte | Mcl1-Noxa inh | Rab7 wt GTP bind | Cdc42 wt | HRas wt GTP bind | GSH bead fluor
O=C1C2CCN(CC2)[C@@H]1Cc1ccc2ccccc2c1O | -9 | 95 | 6 | 97 | 97 | . | 6 | 99 | 99 | 98 | 40
CCC1CCCCN1CC(=O)c1ccc(OC(F)F)cc1 (stereo not drawn) | -20 | 99 | 8 | 102 | 104 | . | 5 | 100 | 103 | 101 | 12
CN(C)c1cc(N)c2c(n1)CCC2 (tested in a mixture with another compound) | -23 | 102 | 11 | 102 | 105 | . | 16 | 100 | 104 | 101 | 12
CCN1C(=O)NC(=O)/C(=C/c2cc(C)n(-c3sc(C)c(C)c3C#N)c2C)C1=O | -21 | 89 | 16 | 90 | 89 | . | 11 | 93 | 87 | 90 | 17
CCCCNC(=O)Nc1ccc(C(O)(C(=O)OCC)C(F)(F)F)cc1 (stereo not drawn) | -12 | 98 | 7 | 99 | 98 | . | 12 | 101 | 97 | 98 | 14
Cc1nc2c(C(=O)N3CCC4(CC3)OCCO4)cnn2c(C)c1Cc1cccc(Cl)c1 | -18 | 92 | 12 | 96 | 99 | . | -1 | 93 | 98 | 96 | 13
Cn1c(=O)c2nncnc2n(C)c1=O | -3 | 99 | 5 | 97 | 102 | 0 | -1 | 98 | 99 | 100 | 25
CC(=O)N1CCN(c2ccc(N=Cc3c(O)n(-c4ccc(Cl)cc4)c(=O)[nH]c3=O)cc2)CC1 | -45 | 94 | 3 | 96 | 98 | 2 | 16 | 96 | 101 | 98 | 5
Cc1cc(C)cc(NC2=NCCCS2)c1 | -11 | 98 | 16 | 98 | 98 | -6 | 14 | 94 | 95 | 95 | 11
COc1cccc(C2(C#N)CCN(C)CC2)c1 | -21 | 97 | 9 | 99 | 100 | 26 | -11 | 99 | 97 | 99 | 11
Cc1ccc2c(c1)c(=O)c1c3n2CCN(CC2CO2)C3CC1 (stereo not drawn) | -9 | 96 | 5 | 95 | 100 | 18 | 12 | 103 | 96 | 97 | 21
CCN(CC)c1ccc(N=Cc2c(O)n(-c3cc(OC)ccc3OC)c(=O)[nH]c2=O)cc1 | -45 | 99 | 15 | 99 | 102 | . | 16 | 100 | 101 | 100 | 17
O=C1CC2OCC=C3CN4CCC56c7cc([N+](=O)[O-])ccc7N1C5C2C3CC46 (stereo not drawn) | 8 | 93 | 26 | 92 | 94 | 12 | 9 | 89 | 91 | 94 | 18
CC(C)OP(=O)(OC(C)C)C(NCc1ccccc1)c1ccccc1 (stereo not drawn) | -6 | 98 | 12 | 98 | 99 | -8 | -6 | 104 | 96 | 99 | 12
Cc1ccc(S(=O)(=O)Cc2ccc(C(=O)N3CCC4(CC3)OCCO4)o2)cc1 | -20 | 96 | 7 | 100 | 100 | 0 | 9 | 99 | 99 | 99 | 26
CN1C(=O)/C(=C/c2cccn2-c2ccc3ccccc3c2)C(=O)NC1=S | -21 | 94 | 8 | 99 | 99 | 16 | 2 | 99 | 97 | 97 | 19
CC(=Nc1ccc2c(c1)CCC2)c1c(O)n(C2CCCCC2)c(=O)[nH]c1=O | -13 | 100 | 30 | 103 | 105 | -24 | 0 | 102 | 104 | 101 | 25
C=C(C)Cn1c(=O)n(CC2CS2)c2ccccc21 (stereo not drawn) | -1 | 100 | 3 | 100 | 102 | -13 | 0 | 98 | 101 | 101 | 12
NC12CN3CN(CN(C3)C1)C2 (tested in a mixture with another compound) | -17 | 98 | 17 | 101 | 101 | 18 | -1 | 104 | 99 | 100 | 15
COC(=O)CC1(Cc2ccccc2)C(=O)NC(=O)NC1=O | -13 | 97 | 8 | 100 | 101 | . | -21 | 100 | 99 | 99 | 24
CC1CCN(C(=O)c2ccc(N3CC4CC(C3)c3cccc(=O)n3C4)c([N+](=O)[O-])c2)CC1 (stereo not drawn) | -27 | 99 | 16 | 100 | 105 | 24 | 16 | 95 | 101 | 100 | 10
COC(=O)N(c1ccc(OC)cc1)P1(=S)OCCC(C)O1 (stereo not drawn) | 3 | 97 | 4 | 100 | 103 | . | -12 | 99 | 101 | 100 | 18
CCCn1cc(CN2CCCC(C(=O)c3cccc(OC)c3)C2)c(C)n1 (stereo not drawn) | -21 | 94 | 12 | 95 | 98 | 11 | -10 | 105 | 96 | 97 | 16
CCC(=NCc1ccco1)c1c(O)n(-c2ccc(OC)cc2)c(=O)[nH]c1=O | -2 | 97 | 9 | 101 | 101 | . | 2 | 102 | 98 | 100 | 36
Oc1c(Br)cc(Br)cc1CN1CCN(Cc2ccccc2)CC1 | 40 | 100 | 29 | 97 | 103 | -4 | 29 | 98 | 101 | 100 | 17
N#CC1=C(N)Oc2c(c(=O)oc3ccccc23)C1c1ccncc1 (stereo not drawn) | -4 | 95 | 16 | 94 | 95 | 1 | 11 | 90 | 94 | 96 | 8
O=c1c2ccccc2nc(-c2ccccc2)n1-c1ccccn1 | -14 | 99 | 10 | 102 | 104 | 3 | -8 | 104 | 101 | 100 | 9
CC1CCCN(C(=O)CCl)C1 (stereo not drawn) | 3 | 100 | 3 | 99 | 106 | 16 | -2 | 103 | 103 | 102 | 7
COc1ccc(C2=NCC(=O)N(CC(=O)NCc3ccco3)c3sc4c(c32)CCCC4)cc1OC | -23 | 99 | 11 | 101 | 101 | . | 22 | 98 | 103 | 102 | 30
CCOc1ccc(-n2c(O)c(C=Nc3ccc(N4CCOCC4)cc3)c(=O)[nH]c2=O)cc1 | -42 | 93 | 8 | 95 | 98 | . | 22 | 95 | 98 | 98 | 32
O=c1[nH]c(=S)n(-c2ccc(Br)cc2)c(O)c1C=Nc1ccc(N2CCOCC2)cc1 | -46 | 99 | 14 | 100 | 101 | 2 | 16 | 99 | 101 | 97 | 8
Nc1c(C(=O)NCCCc2ccccc2)c2nc3ccccc3nc2n1Cc1cccs1 | 2 | 93 | 3 | 92 | 93 | 9 | 13 | 90 | 93 | 91 | 52
Cc1c(C(c2ccccc2Cl)c2c(O)c3ccccc3oc2=O)c(=O)n(-c2ccccc2)n1C (stereo not drawn) | -32 | 93 | 5 | 92 | 92 | -1 | 4 | 92 | 97 | 93 | 5
FC(F)(F)c1cccc(-n2nnnc2C2(N3CCOCC3)CCCCC2)c1 | -13 | 100 | 9 | 107 | 103 | 1 | 9 | 103 | 105 | 106 | 20
Nc1cccc(N=Cc2c(O)n(Cc3ccc(F)cc3)c(=O)[nH]c2=O)c1 | -27 | 99 | 27 | 98 | 110 | . | 9 | 101 | 107 | 100 | 22
S=C1NCCN1 | -16 | 99 | 12 | 97 | 106 | . | 7 | 92 | 103 | 101 | 21
O=C1CN=C(c2ccc(Br)cc2)c2oc3ccccc3c2N1 | 6 | 97 | 6 | 98 | 100 | . | 3 | 98 | 99 | 98 | 27
COc1cc(/C=N/NC(=O)CN2CC(c3ccccc3)CC2=O)ccc1OC(=O)N(C)C (stereo not drawn) | -35 | 96 | 8 | 99 | 104 | . | 0 | 99 | 99 | 101 | 53
Cc1nn(Cc2ccccc2)c(C)c1C(=O)NCc1ccccc1 | -10 | 96 | 13 | 101 | 98 | -22 | 13 | 105 | 98 | 100 | 15
C/C=C1/CC(C)C(C)(O)C(=O)OCC2CCN3CCC(OC1=O)C23 (stereo not drawn) | -41 | 97 | 8 | 96 | 96 | -14 | 10 | 95 | 94 | 93 | 14
c1ccc2cc(CC3=NCCN3)ccc2c1 | -15 | 98 | 22 | 100 | 101 | 22 | -5 | 97 | 103 | 103 | 27
CCOc1ccc(C2SCC(=O)Nc3c2c(=O)[nH]n3C2CCCCCC2)cc1 (stereo not drawn) | -12 | 89 | 9 | 90 | 89 | -21 | 11 | 93 | 91 | 91 | 55
O=P(c1ccccc1)(c1ccccc1)N1CCCCC1 | -6 | 100 | 23 | 98 | 105 | . | -14 | 100 | 104 | 99 | 14
COc1ccc(N2C(=O)NC(=O)C(CCc3ccncc3)(CCc3ccncc3)C2=O)cc1 | -10 | 99 | 7 | 102 | 106 | . | -3 | 102 | 103 | 102 | 16
COc1ccc([N+](=O)[O-])cc1N=Cc1c(O)n(CCc2ccccc2)c(=O)n(C(C)C)c1=O | 9 | 99 | 1 | 97 | 105 | -8 | 22 | 99 | 104 | 99 | 11
O=C(Nc1ccc2ccccc2c1)c1nn(C23CC4CC(CC(C4)C2)C3)cc1Br | -9 | 105 | 10 | 103 | 107 | -17 | 16 | 104 | 103 | 103 | 81
C[n+]1c(-c2ccccc2)cc(-c2ccc(Cl)cc2)cc1-c1ccccc1 | -18 | 98 | 9 | 99 | 100 | -3 | 11 | 103 | 98 | 98 | 14
O=C1CC(=O)N(c2cccc(Cl)c2)C(=O)N1 | 15 | 99 | 6 | 101 | 109 | . | 8 | 101 | 102 | 101 | 16
COc1cccc(NC(=O)CN2CC(c3ccccc3)CC2=O)c1 (stereo not drawn) | -4 | 98 | 7 | 97 | 100 | . | 27 | 95 | 99 | 95 | 21
Cc1cccc(-n2c(O)c(C)c(=O)[nH]c2=S)c1 | 6 | 95 | 7 | 101 | 102 | 5 | 10 | 101 | 95 | 98 | 13
CC(=NCC1CCCO1)c1c(O)n(-c2ccccc2)c(=O)[nH]c1=O (stereo not drawn) | 6 | 97 | 9 | 104 | 104 | . | 10 | 100 | 104 | 102 | 17
c1ccc(-c2nc(N3CCOCC3)s[n+]2-c2ccccc2)cc1 | -61 | 99 | 4 | 101 | 106 | 4 | -61 | 101 | 100 | 99 | 7
Cc1cccc(N2C(=O)NC(=O)/C(=C/c3ccc(-c4ccc(C(=O)O)c(Cl)c4)o3)C2=O)c1 | -15 | 90 | 9 | 93 | 92 | . | 12 | 93 | 91 | 90 | 9
NC(=S)/N=C/c1c(O)[nH]c(=O)[nH]c1=O | -12 | 96 | 14 | 97 | 105 | . | -1 | 98 | 98 | 97 | 10
COc1cc(C(c2c(C)[nH]n(-c3ccccc3)c2=O)c2c(C)[nH]n(-c3ccccc3)c2=O)cc(OC)c1OC | -23 | 96 | 19 | 96 | 101 | -2 | 19 | 95 | 102 | 98 | 17
N#Cc1ccccc1Cn1cc(C(=O)C2CC2)c2ccccc21 | 1 | 93 | 9 | 96 | 94 | . | 11 | 94 | 97 | 96 | 31
Cc1ccc(OCC(=O)N2CCN(Cc3ccc4c(c3)OCO4)CC2)cc1 | 43 | 94 | 12 | 97 | 97 | -14 | 40 | 102 | 95 | 97 | 15
NS(=O)(=O)c1ccc(N=Cc2c(O)n(C3CCCCC3)c(=O)n(C3CCCCC3)c2=O)cc1 | 2 | 99 | 11 | 100 | 104 | . | -21 | 104 | 101 | 100 | 8

The list is partial. The share of hits here may be higher or lower than overall.
